Source: PubChem BioAssay (several laboratories)
EP2 modulator: modulators of human EP2 prostaglandin E2 receptor | P43116 | EP2-expressing cells, cAMP HTRF FRET, PGE2 co-stimulation | induction, % at 25 µM | hit rate 0.83% among 260,000;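 active = compounds whose cAMP rise, as percent of the full-agonist control response, exceeds 60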;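 also: rat C6 glioma line stably carrying human EP2 under a CMV promoter; the protocol text gives 20 µM as final concentration; 100% = response of wells given 1 µM PGE2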
Target sequence (P43116 whole entry, looked up): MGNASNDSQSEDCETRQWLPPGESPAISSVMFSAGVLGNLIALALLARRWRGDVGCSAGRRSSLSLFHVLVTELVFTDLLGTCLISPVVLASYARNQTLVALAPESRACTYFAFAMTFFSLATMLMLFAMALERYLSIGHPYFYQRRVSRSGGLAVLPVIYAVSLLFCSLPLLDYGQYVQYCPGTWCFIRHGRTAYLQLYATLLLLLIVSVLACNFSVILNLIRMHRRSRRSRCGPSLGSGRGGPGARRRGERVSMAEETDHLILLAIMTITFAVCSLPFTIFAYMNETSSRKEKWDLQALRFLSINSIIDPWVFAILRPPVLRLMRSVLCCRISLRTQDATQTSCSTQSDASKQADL
TRPN1 ag: zebrafish TRPN1 (NompC) channel agonism; HEK293 zebrafish TRPN1-YFP, Fluo-8 calcium fluorescence; 100% = response to 87 µM carbachol; AID 1424; hit rate 0.18% among 220,000; activation, % at 3 µM;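 active = activation above its plate's cutoff, the mean activation of test wells on that plate plus 3 SD, cut at about 19% in these data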;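 also: 0% = DMSO alone and 100% = 87 µM carbachol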
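System: zebrafish TRPN1-YFP in HEK293 cells / Dosing: 3 µM single point / Timing: dye loading 1 h at 37 °C, then 30 min room temperature / Signal: Fluo-8 calcium fluorescence, excitation 470-495 nm, emission 515-575 nm / Read-out basis: percent activation from peak over basal fluorescence ratio, control-normalized / Control set: high carbachol 87 µM, low DMSO alone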
BaF3 tox: reduces parental Ba/F3 cell viability, JAK2V617F counter-screen. inhibition, % at 5.6 µM. hit rate 1.1% among 220,000. AID 1486. CellTiter-Glo ATP luminescence;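 active = inhibition above a per-campaign cutoff, the mean inhibition of all tested compounds plus 3 SD, cut at about 27% in these data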;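 also: 0% = DMSO wells and 100% = JAK Inhibitor I control wells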
Ba/F3 V617F tox: reduce viability of Ba/F3 cells dependent on JAK2V617F; inhibition, % at 5.6 µM; Ba/F3 EpoR-JAK2V617F viability, ATP luminescence; hit rate 1.1% among 220,000; AID 1446;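 active = inhibition above the campaign mean plus 3 SD over all tested compounds, cut at about 24% in these data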;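 also: cytokine-independent growth of Ba/F3 cells driven by EpoR plus mutant JAK2; 0% = DMSO-treated cells and 100% = JAK inhibitor I control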
m-calpain inh: calpain II (pig) inhibition; inhibition, % at 16 µM; purified calpain II, fluorogenic peptide substrate, 30 min; hit rate 0.37% among 220,000; AID 1236;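 active = inhibition above about 50%, limit read from the data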
S1P4 antagonist: blocks the human S1P4 receptor; O95977; S1P4-expressing cells, antagonist mode, reporter read-out; inhibition, % at 4.98 µM; hit rate 0.26% among 220,000; AID 1510; in the data active = inhibition above about 29%;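 also: 0% = wells stimulated with agonist and 100% = vehicle wells without agonist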
Target sequence (O95977 whole entry, looked up): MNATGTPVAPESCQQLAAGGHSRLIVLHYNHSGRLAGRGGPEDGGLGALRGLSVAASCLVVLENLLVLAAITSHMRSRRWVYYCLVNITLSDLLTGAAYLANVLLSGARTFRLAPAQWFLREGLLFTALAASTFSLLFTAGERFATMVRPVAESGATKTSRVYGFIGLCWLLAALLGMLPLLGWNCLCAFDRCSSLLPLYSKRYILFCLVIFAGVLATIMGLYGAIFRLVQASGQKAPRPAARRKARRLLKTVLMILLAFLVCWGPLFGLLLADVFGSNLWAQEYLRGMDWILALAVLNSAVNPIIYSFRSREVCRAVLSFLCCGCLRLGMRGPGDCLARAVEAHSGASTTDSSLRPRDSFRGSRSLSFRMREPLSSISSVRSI
PERK inhibitor: human PERK inhibition, primary cell-based screen | Q9NZJ5 | hit rate 0.17% among 220,000 | CHO PERK-DD fusion, SEAP luminescence translation reporter | inhibition, % at 5.6 µM | AID 1416;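 active = inhibition above the mean inhibition of all tested compounds plus 3 SD, set separately per screening campaign, cut at about 2.9% in these data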;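 also: PERK kinase domain activated by AP20187 dimerizer at 100 nM; 0% = DMSO with dimerizer and 100% = rapamycin at 8.4 µM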
S1P4 ag: activates the human S1P4 receptor | O95977 | S1P4-expressing cell line, agonist reporter assay | activation, % at 4.98 µM | hit rate 0.35% among 220,000 | AID 1509; in the data active = activation above about 11%;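 also: 0% = DMSO vehicle and 100% = reference agonist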
TRPML3 agonist: human mucolipin-3 channel agonism; Q8TDD5; HEK293 TRPML3-YFP, Fluo-8 calcium fluorescence; 100% = the carbachol control signal; activation, % at 3 µM; hit rate 0.29% among 220,000;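 active = activation above its plate's cutoff, the mean activation of the plate's test wells plus 3 SD, cut at about 12% in these data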;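 also: 0% = DMSO only wells and 100% = carbachol wells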
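Test system – HEK293 line with stable expression of human TRPML3-YFP channel · Control set – carbachol 87 µM final as high control (100%), DMSO as low control (0%) · Signal – Fluo-8 calcium dye fluorescence, ex 470-495, em 515-575 nm · Incubation – 1-h 37 °C dye load, 5-s basal, 120-s post-compound reads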
Active calls of the source: *; i = inactive; x = not tested or not shown; & = joins results of further samples.

SMILES	EP2 modulator	TRPN1 ag	BaF3 tox	Ba/F3 V617F tox	m-calpain inh	S1P4 antagonist	PERK inhibitor	S1P4 ag	TRPML3 agonist
CCOc1cc(-c2cc(-c3ccc(OC)cc3)nc(N)c2C#N)ccc1O	-66&-58	-2.7	4	-1	-160	-4	-2.2	-3.2	-0.2
CC(=O)C1=C(O)C(=O)N(Cc2cccnc2)C1c1ccccc1Cl (stereo not given)	40	1.4	2	2	4	0	1.4	-1.0	0.5
CSc1nn(CCc2ccncc2)c(=S)s1	25	-0.8	4	0	16	-2	1.3	-0.8	0.7
Cc1cc(C)n(CC(=O)NC2CCCCC2)n1	5	2.1	2	3	3	-11	0.0	0.3	0.0
COc1ccc(-c2nc3n(c2Br)CCC3)cc1	-17	0.1	8	-4	-2	0	0.9	-1.0	0.5
CC(C)(C)c1ccc(/C=N/NC(=O)C(=O)NCCCN2CCOCC2)cc1	-2	1.1	7	3	18	-8	0.0	0.5	1.0
O=C(Cn1cc2c(n1)CCCCC2)Nc1ccccc1Br	-16	-1.0	0	-1	-7	-4	-0.5	-0.1	-0.4
COc1ccccc1CC(=O)Nc1cccc(C(=O)NN2C(=O)c3ccccc3C2=O)c1	1	0.9	7	4	-1	-1	0.4	-2.0	0.6
Cc1ccsc1/C=N/Nc1ncc(Cl)cc1Cl	-16	-0.9	4	-2	-14	12	0.6	-0.5	-0.1
CCOC(=O)N/N=C/C=C/c1ccccc1[N+](=O)[O-]	-17	0.1	9	4	-14	7	0.9	0.1	0.1
COc1cc(/C=C2/C(=O)NN(c3ccc(Cl)cc3)C2=O)ccc1OC(=O)c1ccco1	-70	0.2	8	0	-72	3	1.2	0.0	-0.3
Cc1ccc(NC(=O)CCC(=O)N/N=C/C=C/c2ccccc2)cc1	3	0.6	7	-1	-6	-13	0.7	-0.3	0.9
O=C1c2ccccc2CN1CCSC(=S)N1CCSCC1	-54	1.8	4	-1	11	-11	0.5	0.2	1.6
Cc1cc(C)n(CC(O)Cn2c3ccc(Br)cc3c3cc(Br)ccc32)c(=O)n1 (stereo not given)	-15	-0.7	2	-1	-117	6	-0.1	-4.5	0.3
O=C(Nc1nc2ccccc2n1CCOc1ccc(Cl)cc1)c1ccco1	24	0.2	1	-4	5	-9	-1.0	-3.8	0.8
Clc1cccc(CSc2nnc([C@@H]3CCCN3)o2)c1	27	1.2	-1	-2	-32	-10	-0.3	0.3	0.5
CCOC(=O)C1CCCN(c2c(NCCN3CCCCC3C)c(=O)c2=O)C1 (stereo not given)	15	0.6	5	0	8	-12	0.2	-1.5	0.9
O=S(=O)(NCc1ccccc1)c1ccc(S(=O)(=O)N2CCCCC2)cc1	15&-1	0.6	2	0	-8	-5	1.4	1.1	0.2
COc1cccc(C2CC(c3ccccc3)n3ncnc3N2)c1 (stereo not given)	-7	2.6	12	6	3	-5	-0.3	-4.4	0.6
COc1ccc(C(=O)N/N=C/C(C)c2ccccc2)cc1OC (stereo not given)	-14	-0.1	0	-7	8	-11	0.7	-0.1	-0.1
Cc1ccc(-n2c3c(cc(C(=O)NC4CCSC4=O)c2=O)C(=O)CCC3)cc1 (stereo not given)	15	-0.7	4	-3	1	11	-0.7	-1.2	0.2
COCCCn1c(Cc2csc(Nc3cccc(Cl)c3)n2)nnc1SCC(=O)OC	-27	1.4	5	4	-24	2	-0.6	0.3	0.1
C=CCSC1=N/C(=C/c2ccsc2)C(=O)N1c1ccccc1	48	1.2	3	-3	8	-17	0.3	1.3	-0.1
CN(C(=S)NC(=O)CCCOc1ccc(Cl)cc1Cl)c1ccccc1	0	0.3	7	5	15	14	-0.1	1.7	0.2
OC1CCN(C(c2ccc3ncccc3c2)c2nnnn2C2CCCCC2)CC1 (stereo not given)	4	0.1	5	3	6	-9	-0.7	-0.5	-0.1

3 structures out of the list, sorted by count of non-hydrogen atoms, smallest number first.
SMILES	EP2 modulator	TRPN1 ag	BaF3 tox	Ba/F3 V617F tox	m-calpain inh	S1P4 antagonist	PERK inhibitor	S1P4 ag	TRPML3 agonist
COc1ccc(-c2nc3n(c2Br)CCC3)cc1	-17	0.1	8	-4	-2	0	0.9	-1.0	0.5
Clc1cccc(CSc2nnc([C@@H]3CCCN3)o2)c1	27	1.2	-1	-2	-32	-10	-0.3	0.3	0.5
O=C1c2ccccc2CN1CCSC(=S)N1CCSCC1	-54	1.8	4	-1	11	-11	0.5	0.2	1.6

Additional structures
SMILES	EP2 modulator	TRPN1 ag	BaF3 tox	Ba/F3 V617F tox	m-calpain inh	S1P4 antagonist	PERK inhibitor	S1P4 ag	TRPML3 agonist
C/C(=N\NC(=O)COc1ccccc1)c1cccs1	-7	2.0	4	-1	6	-18	0.3	2.8	1.3
Cn1c(=O)c2c(nc(Cl)n2CC(=O)N2CCCCC2)n(C)c1=O	-13	0.2	3	1	-14	-1	0.2	0.6	0.7
Cc1ccc(NC(=O)c2noc(C(C)C)c2[N+](=O)[O-])cc1	-32	-1.2	0	-2	58*	-6	0.5	-1.0	0.2
COC(=O)c1cccc(NC(=O)Cc2coc3cc(OC)ccc23)c1	-3	2.1	2	-2	24	-4	1.5	0.6	-0.6
Oc1ccc2ccccc2c1C=Nc1ccc(N2CCOCC2)cc1	-43	0.0	9	1	-26	-7	-0.8	-6.2	0.2
C=CCn1c(=O)/c(=C2/SC(C)=C(C)N2CC)s/c1=C1/C(=O)N(CC)C(=S)N1c1ccccc1	-3	-0.1	2	0	-27	6	-0.6	0.4	0.8
N#CC1=C(N)Oc2nc(-c3ccccc3)[nH]c2C1c1cccnc1 (stereo not given)	-18	-0.6	1	-6	8	8	1.0	-0.8	-0.2
COc1cccc(-c2nnc(SCN3C(=O)c4ccccc4C3=O)n2C)c1	18	0.2	2	-2	16	-11	-0.1	1.2	-0.6
O=C(NC1CCCc2ccccc21)c1cn2ccccc2n1 (stereo not given)	-57	-0.8	5	-1	-9	-21	0.1	1.0	0.5
Cn1ncc(C#N)c1NC(=O)C1CC(c2ccc(Cl)cc2)=NO1 (stereo not given)	-39&20	-0.2	-2	-2	-18	0	-0.1	0.3	-0.2
O=[N+]([O-])c1ccccc1N(CC1CO1)S(=O)(=O)c1ccccc1 (stereo not given)	1	-0.3	0	3	24	9	0.3	0.5	0.6
COc1ccc2cc(C#N)c(N3CCN(Cc4nnnn4CCC(C)C)CC3)nc2c1	-14	-1.0	-1	-2	-1	2	0.3	-2.4	1.7
Cc1ccccc1C(=O)N1CCc2cc(-c3nc(NC(=O)Cc4ccc5c(c4)OCO5)sc3C)ccc21	14	1.2	9	4	-82	-15	-1.2	-1.4	0.8
COc1ccc([N+](=O)[O-])cc1N(CC(=O)N(C)C)S(C)(=O)=O	23	1.0	-1	3	-8	-10	1.2	0.7	0.1
CC1CCCCN1C(=O)C(Cc1ccccc1)N1C(=O)C2CCCCC2C1=O (stereo not given)	-13	0.8	7	2	2	-8	-0.1	-1.5	1.1
Cc1nc2ccc(NC(=O)Cc3c(F)cccc3Cl)cc2s1	10	0.8	-5	-3	-16	-14	1.3	-0.2	-0.7
COc1ccc(CCN(CC(=O)NC(C)(C)C)C(=O)Cn2nnc(-c3ccc(C)o3)n2)cc1OC	27	-0.1	3	1	-10	-4	-0.6	0.7	0.5
COc1cccc(NC(=O)CCCOc2cc(=O)n(C)c3ccccc23)c1	-27	-0.1	1	0	22	-5	-0.4	-2.4	-0.2
O=C1CCCc2nc3c(cc21)C(O)Oc1c-3ccc2ccccc12 (stereo not given)	21	0.3	6	-1	-24	-2	1.2	0.6	1.1
CCOC(=O)c1c(NC(=O)c2c(C)noc2C)sc2c1CCCCC2	15	-0.1	3	-3	-63	-12	0.4	1.3	0.5
N#C/C(=C\c1ccc(N2CCOCC2)o1)C(=O)NC1CCCCC1	-4	8.2	-1	-7	-10	5	-2.0	0.1	4.9
CCn1c(SCC(=O)N/N=C\c2ccccc2OCC(=O)O)nnc1-c1ccc(Cl)cc1	23	-0.9	4	0	-20	-4	-0.7	1.8	0.2
CC(NC(=O)Cc1ccccc1)c1nc2ccccc2[nH]1 (stereo not given)	-8	0.8	4	4	11	-4	-0.5	-0.4	-0.3
COc1ccc2c(c1)CCc1cn3ncc(C#N)c3nc1-2	-8	-0.7	-3	-1	i	-14	1.6	0.7	0.2
CC(=O)NC1C(=O)N=C(SCC(=O)Nc2c(C)cccc2C)NC1=O (stereo not given)	21	0.9	7	0	-32	-10	-0.2	-0.8	0.3
Other results
SMILES	EP2 modulator	TRPN1 ag	BaF3 tox	Ba/F3 V617F tox	m-calpain inh	S1P4 antagonist	PERK inhibitor	S1P4 ag	TRPML3 agonist
CCCCC1CC1C(=O)Nc1ncc2c(n1)CC(C)(C)CC2=O (stereo not given)	3	-0.7	0	-4	26	-19	-0.9	2.5	0.1
O=C(O)CN1C(=O)/C(=C/c2ccc(N3CCCCC3)o2)SC1=S	23	1.6	-1	3	19	-25	0.6	-0.2	0.3
O=C(Nc1nccs1)C1C2/C=C\CCCCC21 (stereo not given)	7	-0.2	4	0	-9	-5	0.3	0.8	1.6
O=c1c2nnn(-c3ccc(Br)cc3)c2ncn1Cc1ccccn1	3	1.0	2	2	9	-12	-0.1	-0.5	1.4
O=C(Nc1ccc(Cl)c(C(F)(F)F)c1)NC1CC2CCCC(C1)N2Cc1ccccc1 (stereo not given)	-123	1.0	9	2	-53	-9	0.2	0.9	0.4
COCCNC(=O)c1ccc(CN2CCOCC2)cc1	22	1.9	1	1	18	-11	1.0	3.4	0.5
O=C(Nc1cccnc1)c1noc2c1CCCCC2	-12	-1.2	4	-3	-2	-8	1.9	-0.3	0.8
O=C(CSc1nc(-c2ccccc2)nc2c1Cc1ccccc1O2)Nc1ccccc1	9	-0.3	9	-2	-18	-17	1.3	0.4	-0.8
CCOC(=O)c1ccc(-n2nc(C(F)(F)F)c3c(C)cc(=O)oc32)cc1	x	1.6	2	0	x	-3	1.8	-0.7	0.7
C[N+]1(CCNC(=O)/C=N/O)CCCCC1	10	0.3	0	-3	-14	5	1.6	0.3	-0.1
Cc1ccc(Cl)cc1N1CCN(C(=O)Cc2c(C(=O)O)[nH]c3ccc(Cl)cc23)CC1	-18	-0.7	9	2	-9	-11	-0.6	0.1	-0.7
O=C(COc1ccccc1)Nc1ccncc1	-43	0.7	-1	-6	-9	-20	1.6	-1.1	-0.1
Cc1nn(Cc2ccccc2)c(C)c1C(=O)Nc1ccc(N2CCOCC2)cc1	3	1.1	3	-3	i	-2	-0.3	-1.6	0.0
CC(C)(C)C(=O)NC(Nc1cccc2cccnc12)C(Cl)(Cl)Cl (stereo not given)	20	-3.5	2	-4	-2	7	0.1	1.9	-1.2
[O-][n+]1ccccc1SC/C=C/c1ccccc1	0	1.1	2	-1	38	2	0.0	0.0	0.8
Cc1cc(Nc2cc(Cl)cc(Cl)c2)nc(N)n1	-31	1.0	6	-1	6	-13	0.1	-1.6	0.2
CCN=C1NN=C(c2c[nH]c3ccccc23)CS1	-5	0.3	4	-3	-4	1	1.0	0.9	-0.2
CC1CN(CCCOc2ccc([N+](=O)[O-])cc2)CC(C)O1 (stereo not given)	23	1.0	3	-1	-3	-31	0.4	1.9	0.4
C(=N\n1cnnc1)/C1CCCCC1	9	0.6	-1	-5	11	2	1.8	0.3	0.0
Fc1ccc(N2CCN(Cc3nnc(-c4ccccc4)o3)CC2)cc1	1	-0.8	-3	-3	3	-8	1.1	1.5	0.1
COc1cc(CNc2nnnn2C)ccc1OCc1ccc(F)cc1Cl	-4	0.2	7	0	23	0	0.1	-0.2	-0.8
